Shn3 inh set2: reduces Shn3 3'UTR luciferase signal in osteoblasts; Clone20 osteoblast Shn3 3'UTR firefly luciferase, 24 h; inhibition, % at 12.5 µM; 0.52% of 360,000 active; AID 588674;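 active = mean inhibition of at least 75% with every replicate also reaching 75%; inconclusive = mean inhibition at least 75% but some replicate below; inactive = mean inhibition below 75%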;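 also: 0% = median of neutral control wells and 100% = pilot-screen positive control compound; some compounds past the cut are filed as inactive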
NR2E3 ag-1: human photoreceptor-specific nuclear receptor agonism. Q9Y5X4. CHO-S Gal4-NCOR/VP16-NR2E3 two-hybrid, luciferase. 0.35% of 360,000 active. AID 602229. inhibition of corepressor binding, % at 3.98 µM;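 active = inhibition above the mean of all tested compounds plus 3 SD, cut at about 70% in these data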;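 also: 0% = DMSO with NR2E3 transfected cells and 100% = cells lacking NR2E3 construct; higher means lower luciferase signal from less NR2E3 corepressor binding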
Target sequence (Q9Y5X4 whole entry, looked up, the tested form may be a part): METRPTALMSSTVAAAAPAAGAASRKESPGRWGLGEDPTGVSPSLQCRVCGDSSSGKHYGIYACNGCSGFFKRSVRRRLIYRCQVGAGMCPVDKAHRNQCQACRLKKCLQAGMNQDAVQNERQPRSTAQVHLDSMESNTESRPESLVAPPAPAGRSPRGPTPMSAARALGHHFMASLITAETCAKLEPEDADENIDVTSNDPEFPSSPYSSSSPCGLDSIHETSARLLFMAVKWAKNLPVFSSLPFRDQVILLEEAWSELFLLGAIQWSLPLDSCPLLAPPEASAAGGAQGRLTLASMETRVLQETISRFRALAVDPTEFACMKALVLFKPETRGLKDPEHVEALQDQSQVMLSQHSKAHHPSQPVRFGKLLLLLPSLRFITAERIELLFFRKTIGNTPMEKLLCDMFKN
KKLEB cytotox: reduces viability of KKLEB cystic fibrosis airway cells | activity change (cytotoxicity), % at 5 µM | 0.36% of 360,000 active | KKLEB CF airway cells viability, ATPlite luminescence, overnight; stronger effect = lower value; cells stimulated with P. aeruginosa culture filtrate | AID 602141;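 active = corrected activity change at or below -50% at 5 µM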
PDI inh: PDI (human) enzyme inhibition. inhibition, % at 10 µM. P07237. AID 588391. PDI insulin aggregation turbidity, A650, 90 min. 0.052% of 350,000 active;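 active = mean inhibition across replicates of 30% or more, whatever share of single replicates reach that level; inconclusive = mean inhibition below 30% while every single replicate reaches 30%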;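 also: absorbance from insulin aggregation driven by PDI reduction with DTT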
Target sequence (P07237 whole entry, looked up): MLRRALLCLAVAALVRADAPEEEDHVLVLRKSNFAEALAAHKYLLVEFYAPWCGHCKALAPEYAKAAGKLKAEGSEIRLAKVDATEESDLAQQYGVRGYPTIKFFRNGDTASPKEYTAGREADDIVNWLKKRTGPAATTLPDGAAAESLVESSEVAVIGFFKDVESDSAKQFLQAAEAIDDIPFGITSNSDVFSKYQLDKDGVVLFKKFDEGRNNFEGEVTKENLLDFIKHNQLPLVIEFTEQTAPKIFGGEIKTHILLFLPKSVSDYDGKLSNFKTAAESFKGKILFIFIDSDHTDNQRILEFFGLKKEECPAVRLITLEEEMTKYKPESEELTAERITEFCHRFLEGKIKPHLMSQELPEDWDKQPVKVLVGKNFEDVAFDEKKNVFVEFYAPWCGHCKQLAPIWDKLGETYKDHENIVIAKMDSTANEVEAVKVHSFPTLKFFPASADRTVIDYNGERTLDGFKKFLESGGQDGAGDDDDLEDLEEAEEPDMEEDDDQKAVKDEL
NR2E3 ag-2: NR2E3 (human) agonism | Q9Y5X4 | GST-NR2E3/biotin-RetCOR TR-FRET, 1536-well | inhibition of corepressor binding, % at 4.78 µM | 0.12% of 320,000 active | AID 2300;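 active = percent inhibition above the cutoff of mean plus 3 SD of all tested compounds, set per screening campaign, cut at about 20% in these data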;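 also: 0% = DMSO wells and 100% = biotin wells as full block of FRET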
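Format: 1536-well format; test system: GST-NR2E3 and biotin-RetCOR proteins; read-out basis: percent inhibition of TR-FRET ratio; timing: 5 h incubation at 4 °C; detection: time-resolved FRET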
CF NFkB inh: cystic fibrosis NF-kB activation inhibition; KKLEB NF-kB-GFP reporter, PAF-induced, GFP fluorescence overnight; inhibition, % at 5 µM; 0.86% of 360,000 active;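 active = at least 50% inhibition at 5 µM, scaled per plate between neutral and stimulator controls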;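 also: PAF is a Pseudomonas aeruginosa culture filtrate used as stimulus; plate controls were PAF-stimulated DMSO wells for no effect and unstimulated DMSO wells for full effect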
CaV13 ICDI inh: Disruptors of the CACNA1D IQ motif to Ca2+-dependent inactivation inhibitor domain association, primary screening, Förster resonance energy transfer in intact living … | 0.098% of 340,000 active | AID 743397 | HEK cells, CFP/YFP FRET ICDI-IQ, plate reader, 10 min; percent FRET-ratio fall versus neutral wells | inhibition, % at 12.3 µM;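 active = mean replicate inhibition of at least 30% and at least 1% of replicates passing that level; inconclusive = only one of the two criteria is met; inactive = neither criterion is met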;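 also: 0% = median of the neutral control wells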
Vif inh: HIV Vif inhibition; inhibition, % at 7.49 µM; 0.35% of 340,000 active; AID 602346; HEK293T cells, Vif self-association by quenched fluorescence, imaging, 24 h; in the data active = inhibition above about 50%, passing the limit was not always enough; inconclusive = no clear call, values can overlap the other calls; inactive = below about 31%; also: some results filed as inactive read as strong as hits
Peg3 prom inh: Peg3 promoter activity inhibition | HeLa PEG-Prom luciferase reporter, luminescence, overnight | 1.7% of 360,000 active | inhibition, % at 20 µM;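 active = inhibition of at least 50% at 20 µM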
HIF-2a block: inhibitors of HIF-2a. 786-0 RCC cells HIF-2a reporter, luciferase luminescence, overnight. 0.72% of 360,000 active. inhibition, % at 18.8 µM;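 active = inhibition of the luminescence signal of 40% or more relative to plate controls, in a single-dose primary screen at 18.75 µM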
MITF TRPM1 inh: reduces MITF-dependent TRPM1 promoter luciferase signal; SK-MEL-5 TRPM1 promoter luciferase, 24 h; inhibition, % at 12.5 µM; 0.83% of 330,000 active; AID 488899;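 active = mean inhibition across replicates of 60% or more, whatever share of single replicates reaches that level; inconclusive = some that reach 60%, reason not given; inactive = mean inhibition across replicates below 60%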; also: values of inactives mirror those of a sister screen read the other way
Starred values were filed as active, the others as inactive; ? = inconclusive; / = no result given.

structure,Shn3 inh set2,NR2E3 ag-1,KKLEB cytotox,PDI inh,NR2E3 ag-2,CF NFkB inh,CaV13 ICDI inh,Vif inh,Peg3 prom inh,HIF-2a block,MITF TRPM1 inh
COc1cccc(-c2noc(CCC(=O)NCC3CCCO3)n2)c1 (stereo unspecified),-3.5,-13.9,-0.5,10.0,-2.9,15.6,4.5,1.1,-5.6,-2.6,11.4
CC1(C(=O)NS(=O)(=O)c2cccs2)CCN1C(=O)Cc1ccc(Cl)cc1Cl (stereo unspecified),5.8,-25.9,-9.2,-21.5,/,16.3,-4.3,0.7,-0.6,-31.2,/
O=C(Nc1ccc(F)cc1)c1ccc(CSc2ccc(Cl)cc2)o1,/,-34.7,11.4,5.2,-5.0,-20.6,-5.1,-2.8,5.8,-75.8,-5.0
O=C(COC(=O)c1ccc[n+]([O-])c1)Nc1ccccc1OC(F)F,-29.4,-19.6,-3.1,-1.6,/,7.7,-4.6,21.1,20.3,19.2,-6.3
C=CCc1ccccc1OCC(=O)OCCNC(=O)c1cccnc1,-5.8,-15.2,-3.1,-1.1,0.6,12.9,-4.2,1.1,12.4,9.4,-3.1
COc1ccc(Nc2ncnc3c2cnn3-c2cccc(C)c2)cc1OC,-29.6,3.6,5.9,3.0,/,9.6,-4.9,/,-2.0,-25.0,/
CCN(CC)c1ccc(NC(=O)c2ccco2)cc1,-25.5,-133.3,-6.8,-8.6,-10.7,6.1,-4.8,-4.1,-138.6,-177.2,-46.7
Cc1cccc(C)c1Nc1nnc(SCC(=O)c2ccc(Br)s2)s1,-6.4,-19.9,-4.8,8.3,-0.2,9.9,/,-4.8,1.1,23.7,0.1
CCC1(C)Cc2c(sc3nc(NN)n(C)c(=O)c23)CO1 (stereo unspecified),12.9,-16.0,-17.5,10.4,2.2,-4.1,/,5.5,15.3,11.4,3.2
Cc1ccc(/C=N/Nc2ccc3ccccc3n2)o1,30.0,-109.1,-10.0,16.3,-4.5,-37.7,-21.8,-1.1,-20.9,8.0,25.2
O=C(Nc1nc(-c2ccccn2)cs1)c1ccc(F)c(S(=O)(=O)N2CCOCC2)c1,93.8*,9.6,-2.1,-7.1,-0.5,-7.3,-5.3,-3.4,36.2,0.1,66.9*
CC1CN(C(=O)c2scc3c2OCCO3)CC(C)O1 (stereo unspecified),-5.0,-13.1,-1.9,-4.3,-2.3,6.4,/,/,-9.8,3.3,4.3
Cn1c(=O)c2c(ncn2CC(=O)OCC(=O)Nc2cccc(C#N)c2)n(C)c1=O,-5.0,-5.2,-4.2,-2.9,/,-12.0,-4.4,/,-2.7,-1.0,/
CCNC(=O)CC1C(=O)N(c2cccc(C)c2)C(=O)N1CCC(C)C (stereo unspecified),-14.9,-14.2,9.7,6.5,2.8,-3.9,-15.2,-7.8,2.6,15.1,-4.4
Cc1ccccc1OCc1nnc(SCc2cc(=O)[nH]c3ccccc23)n1-c1ccccc1,2.8,2.8,-2.4,4.9,1.9,14.7,-4.8,-4.1,30.6,25.2,-7.4
CC(=O)N1c2ccc(S(=O)(=O)N3CCCC(C(=O)Nc4cc(C)cc(C)c4)C3)cc2CC1C (stereo unspecified),11.3,-4.4,-8.4,1.9,0.8,-26.4,-4.5,-2.2,12.9,20.8,1.0
O=C(NCc1ccc(F)cc1)C1CCCN1S(=O)(=O)c1ccc(F)cc1 (stereo unspecified),4.8,2.4,-4.7,-3.4,/,10.1,-12.4,/,-9.5,15.1,/
CCCn1c(SCC(=O)NCC2CCCO2)nc2c1c(=O)n(C)c(=O)n2C (stereo unspecified),-7.2,-5.9,-4.3,4.6,-2.3,8.8,-3.5,6.9,5.5,10.2,2.7
O=C(Nc1ccccc1)c1ccccc1Br,-43.3,-12.8,-3.4,1.5,/,-3.5,-3.8,/,-66.1,-101.1,/
NC(=O)C1CCN(c2nc(C3CC3)nc3c2nnn3Cc2ccccc2Cl)CC1,12.8,-6.8,-11.4,6.5,3.5,4.2,-8.9,-25.0,-12.7,-9.6,-0.7
COCCNC(=O)Cn1nc(-c2ccccc2C)ccc1=O,-11.1,6.8,-1.0,-2.5,-4.2,-8.7,-3.6,-3.0,-0.3,7.2,7.1
Cc1cccc(-n2nc3c(c2NC(=O)C(C)C)CSC3)c1,6.1,9.8,2.0,1.0,-0.2,6.9,-16.8,2.4,-0.8,8.7,-8.5
COc1ccc(C(CNC(=O)C(C)(C)Oc2ccc(Cl)cc2)N2CCOCC2)cc1 (stereo unspecified),-14.8,46.7,-12.4,-1.2,/,2.8,-3.1,-15.0,17.7,10.6,10.3
CCOC(=O)C1=C(CCc2ccccc2)NC(=O)NC1c1cccc([N+](=O)[O-])c1 (stereo unspecified),-0.2,27.4,6.2,0.7,0.5,-12.2,-10.9,-3.3,-1.5,1.0,5.6
COc1ccc(CNC(=O)c2ccc(CS(=O)(=O)c3ccc(OC)cc3)o2)cc1,9.3,-15.0,-1.1,18.3,/,-27.7,-3.8,-1.8,4.6,-2.7,/
CCN1CC2=C(OC(N)=C(C#N)C2c2cccs2)/C(=C/c2cccs2)C1 (stereo unspecified),6.6,-31.8,-14.5,0.6,2.3,2.1,/,5.3,33.4,19.8,14.7
O=C(O)CCNC(=O)/C(=C\C=C\c1ccccc1)NC(=O)c1ccccc1,-8.9,-6.2,-2.1,0.8,-2.0,0.6,-5.4,4.0,13.3,22.3,2.7
CC(=O)Nc1ccc(Nc2cc(C)nc3c(-c4ccccc4)cnn23)cc1,28.2,49.7,-10.1,-8.3,0.6,18.8,-4.6,-18.8,38.6,52.8*,-1.3
O=C(Cc1ccc(Cl)cc1)Nc1ccncc1,52.3,9.4,10.8,5.8,4.1,1.5,-17.6,-7.7,-5.0,-0.6,12.6
COC(=O)C(Cc1ccccc1)NC(=O)CNC(=O)c1ccc(Br)o1 (stereo unspecified),-55.7,-27.8,5.6,-5.5,4.3,-2.5,-4.5,-1.4,4.3,3.8,/
CCc1nc2c(OCCOC)cccn2c1N(C)C(=O)Nc1ccccc1OC,-8.9,0.9,-12.0,2.7,/,30.5,-5.6,-4.5,17.1,14.3,/
C=CCn1c(SCc2nc3ccccc3c(=O)[nH]2)nc2scc(C3CC3)c2c1=O,20.4,-2.3,-19.8,3.7,8.0,-4.8,-5.5,-7.6,22.6,-1.6,6.5
COCc1cc(CN2CCN(C)CC2)c(O)c2ncccc12,22.9,-0.5,4.4,2.7,-0.3,-16.4,-3.9,11.1,-3.7,10.0,7.6
Nc1nc2ccccc2n1C(=O)c1ccccc1,9.0,-121.3,-12.8,-2.2,-3.2,-12.1,-14.8,-8.9,-28.4,-13.8,1.4
Cc1ccccc1-c1ncc(CN2CCC(CO)(CCCc3ccccc3)CC2)cn1,14.8,8.4,-2.6,1.0,2.2,8.1,-2.7,-3.7,19.1,-1.9,/
CC(C)(C)C(=O)NC(=S)Nc1sc2c(c1C#N)CCCCC2,-45.6,-20.0,-11.9,1.8,2.0,20.5,-10.1,3.5,-170.2,-145.4,-31.1

Compound profiles, as listed above.
CC(=O)Nc1ccc(Nc2cc(C)nc3c(-c4ccccc4)cnn23)cc1 in the list: Shn3 inh set2 = 28.2; NR2E3 ag-1 = 49.7; KKLEB cytotox = -10.1; PDI inh = -8.3; NR2E3 ag-2 = 0.6; CF NFkB inh = 18.8; CaV13 ICDI inh = -4.6; Vif inh = -18.8; Peg3 prom inh = 38.6; HIF-2a block = 52.8*; MITF TRPM1 inh = -1.3
Cc1ccccc1-c1ncc(CN2CCC(CO)(CCCc3ccccc3)CC2)cn1 in the list: Shn3 inh set2 = 14.8; NR2E3 ag-1 = 8.4; KKLEB cytotox = -2.6; PDI inh = 1.0; NR2E3 ag-2 = 2.2; CF NFkB inh = 8.1; CaV13 ICDI inh = -2.7; Vif inh = -3.7; Peg3 prom inh = 19.1; HIF-2a block = -1.9; MITF TRPM1 inh = /

Other entries:
structure,Shn3 inh set2,NR2E3 ag-1,KKLEB cytotox,PDI inh,NR2E3 ag-2,CF NFkB inh,CaV13 ICDI inh,Vif inh,Peg3 prom inh,HIF-2a block,MITF TRPM1 inh
COc1ccc(S(=O)(=O)NCC(c2ccc(F)cc2)N2CCN(C)CC2)cc1 (stereo unspecified),3.9,0.7,1.9,-0.5,1.2,10.3,-2.5,-0.3,-13.9,-0.9,-4.7
CC(C)COc1ccc(C(=O)NNC(=O)c2ccc(=O)[nH]c2)cc1,-7.8,-1.7,20.4,-0.8,2.2,-24.1,-2.1,8.9,3.6,2.7,-1.0
COc1cccc2c(=O)c3c(cnn3C)n(C)c12,/,-19.7,5.2,2.5,-0.1,-22.1,35.3*,/,-21.0,-16.8,-11.6
O=C(c1cc2sccc2n1Cc1ccccc1)N1CCc2ccccc21,31.8,-5.8,9.4,0.4,5.5,-25.6,-7.3,3.2,29.3,2.9,6.6
COc1ccc(S(=O)(=O)N2CCC(C(=O)N(C)Cc3ccc(C)o3)CC2)cc1OC,4.8,3.2,-1.1,-2.4,-5.2,22.3,-4.2,13.5,-3.1,12.8,2.2
Cc1ccc(C2(c3noc(CN(C)CCO)n3)CCCC2)cc1,15.4,-9.9,12.5,2.8,3.1,-4.2,-4.4,-0.9,4.0,18.3,7.6
Cc1cc(C)n2nc(SCC(=O)N(C)Cc3ccccc3)nc2n1,-11.3,8.3,-6.5,1.6,3.8,2.6,-4.2,3.5,12.6,18.2,10.6
CCOCC(=O)Nc1ncc(S(=O)(=O)c2ccc([N+](=O)[O-])cc2)s1,-18.4,-15.4,-2.3,2.5,3.0,1.9,-4.6,0.5,5.1,-7.8,17.2
Cc1ccc(-c2csc3ncnc(-n4cnc5ccccc54)c23)cc1,0.4,-36.8,-9.9,-2.3,-0.1,16.1,-14.8,5.9,25.4,11.6,31.9
O=c1[nH]c2ccccc2nc1N1CCOCC1,-6.1,-4.8,-1.2,-0.7,3.1,-14.8,-5.6,4.3,-0.2,-4.9,-5.2
O=C(Nc1ccc(N2CCOCC2)cc1)c1ccc(Cl)c(S(=O)(=O)N2CCCC2)c1,81.9,-16.1,-6.7,12.2,-2.2,8.3,-6.3,-44.9,-0.2,5.4,13.8
O=c1nc(NO)ccn1C1CCCO1 (stereo unspecified),6.9,-30.5,17.4,2.9,/,-35.4,-8.6,0.7,-4.0,-6.6,-5.4
COc1ccc(S(=O)(=O)N2CCN(c3ccc(F)cc3)CC2)cc1C(=O)N1CCOCC1,8.8,-33.7,1.5,-2.6,1.5,13.2,-5.7,8.3,-1.9,5.6,4.3
Cc1ccc(NC(=O)Nc2c(C)[nH]c(=O)[nH]c2=O)cc1Cl,-7.2,3.2,-0.7,-5.7,1.6,-17.3,-3.7,-1.7,-22.8,-22.5,-18.1
CC(=O)Nc1ccc(C(=O)N/C(=C\c2ccccc2)C(=O)Nc2cccc(C(=O)O)c2)cc1,/,9.3,-9.7,-5.0,5.8,22.0,-5.0,?,-2.7,12.5,-9.8
CCN(C(=O)COC(=O)c1ccccc1Oc1ccccc1)c1c(N)n(Cc2ccccc2)c(=O)[nH]c1=O,-7.8,-10.7,9.6,-9.3,/,10.0,-5.4,-17.7,-5.3,16.7,1.4

Screening results from PubChem.
